# LYPLA2 inh: blocks human lysophospholipase 2, a PME1 counter-screen | actives 0.38% (n = 320,000) | AID 2177 | inhibition, % at 5.9 µM | recombinant LYPLA2, FP-Rh probe fluorescence polarization;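 active means inhibition above the screen-wide mean plus 3 SD, limit set per campaign, cut at about 26% in these data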;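 further: 0% = LYPLA2 with DMSO and 100% = wells lacking LYPLA2 enzyme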
# PAD4 inh: inhibitors of human PAD4. recombinant PAD4, RCA probe fluorescence polarization. inhibition, % at 6.36 µM. actives 0.41% (n = 330,000);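 active means percent inhibition above a cutoff equal to the mean of all tested compounds plus 3 SD, cut at about 15% in these data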;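 further: 0% = PAD4 with RCA probe and DMSO and 100% = probe without PAD4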
# Target sequence (Q9UM07 whole entry, looked up): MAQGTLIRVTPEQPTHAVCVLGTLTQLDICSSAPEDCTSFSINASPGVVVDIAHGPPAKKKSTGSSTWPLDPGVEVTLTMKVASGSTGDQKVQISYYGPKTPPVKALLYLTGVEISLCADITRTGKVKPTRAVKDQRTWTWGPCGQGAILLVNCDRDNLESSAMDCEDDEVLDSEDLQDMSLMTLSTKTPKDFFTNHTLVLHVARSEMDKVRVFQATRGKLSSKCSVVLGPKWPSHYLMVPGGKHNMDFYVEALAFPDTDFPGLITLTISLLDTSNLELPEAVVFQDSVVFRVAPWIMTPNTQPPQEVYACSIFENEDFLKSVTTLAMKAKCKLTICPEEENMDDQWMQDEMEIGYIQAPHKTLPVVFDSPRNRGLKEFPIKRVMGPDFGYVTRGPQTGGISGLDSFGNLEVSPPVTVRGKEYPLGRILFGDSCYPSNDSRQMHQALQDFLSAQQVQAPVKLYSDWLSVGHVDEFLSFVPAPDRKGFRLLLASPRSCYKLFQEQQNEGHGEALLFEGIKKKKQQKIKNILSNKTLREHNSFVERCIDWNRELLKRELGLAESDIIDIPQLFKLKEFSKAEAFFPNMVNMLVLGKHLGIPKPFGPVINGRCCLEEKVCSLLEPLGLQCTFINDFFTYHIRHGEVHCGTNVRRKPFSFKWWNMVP
# pPAFAH inh: pPAFAH (human) enzyme inhibition; Q13093; recombinant pPAFAH, FP-rhodamine probe fluorescence polarization; inhibition, % at 3.39 µM; actives 1.5% (n = 330,000);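 active means inhibition above the mean inhibition across the screen plus 3 SD, cut at about 25% in these data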;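 further: inhibitors block binding of the rhodamine activity-based probe so polarization drops; 0% = enzyme with DMSO and 100% = wells lacking pPAFAH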
# PAFAH1B2 FP inh: blocks human PAF acetylhydrolase 1b catalytic subunit 2; recombinant PAFAH1B2, FP-rhodamine activity probe, fluorescence polarization; actives 1.2% (n = 340,000); AID 492953; inhibition, % at 3.39 µM; P68402;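 active means inhibition above the mean of all tested compounds plus 3 SD, cut at about 24% in these data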;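 further: 0% = enzyme with DMSO and 100% = wells lacking PAFAH1B2; many of its hits are not listed in these tables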
# Target sequence (P68402 whole entry, looked up): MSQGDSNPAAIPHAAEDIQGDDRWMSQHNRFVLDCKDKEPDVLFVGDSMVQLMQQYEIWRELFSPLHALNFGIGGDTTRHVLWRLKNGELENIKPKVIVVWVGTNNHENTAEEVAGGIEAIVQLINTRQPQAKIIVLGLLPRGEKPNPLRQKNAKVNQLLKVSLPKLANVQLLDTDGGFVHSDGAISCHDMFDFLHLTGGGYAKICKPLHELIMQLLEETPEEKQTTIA
# GSTO1 inh: GSTO1 inhibition, counter-screen for RBBP9 inhibitors; actives 1.1% (n = 300,000); inhibition, % at 5.96 µM; P78417; recombinant GSTO1, activity-based probe fluorescence polarization; AID 1974;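 active means inhibition above the campaign mean inhibition plus 3 SD, cut at about 35% in these data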;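 further: 0% = GSTO1-1 with DMSO and 100% = wells lacking GSTO1-1 enzyme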
# PREPL inhibitor: inhibitors of human prolyl oligopeptidase-like enzyme PREPL; actives 0.68% (n = 320,000); inhibition, % at 5.96 µM; Q4J6C6; recombinant PREPL, fluorescence polarization activity-based probe; AID 2751; in the data active means inhibition above about 43%;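 further: 0% = enzyme with DMSO and 100% = wells lacking enzyme; many of its hits are not listed in these tables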
# PAFAH1B3 inh: inhibitors of human PAFAH1B3; recombinant PAFAH1B3, FP-rhodamine probe, fluorescence polarization; inhibition, % at 3.39 µM; actives 0.28% (n = 340,000); Q15102;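 active means inhibition above the screen-wide average of all tested compounds plus 3 SD, cut at about 25% in these data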;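 further: 0% = enzyme with DMSO only and 100% = wells lacking PAFAH1B3 protein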
# LYPLA1 inh: blocks human lysophospholipase 1, a PME1 counter-screen; recombinant LYPLA1, FP-Rh probe fluorescence polarization; inhibition, % at 5.9 µM; actives 0.16% (n = 320,000); AID 2174;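 active means inhibition above the mean of all tested compounds plus 3 SD, set per campaign, cut at about 14% in these data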;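 further: inhibitors block serine hydrolase probe labeling of LYPLA1 so polarization falls; 0% = enzyme with DMSO and 100% = wells lacking LYPLA1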
# PAFAH2 inh: PAFAH2 (human) inhibition; AID 492956; inhibition, % at 3.39 µM; Q99487; recombinant PAFAH2, FP-rhodamine activity probe, fluorescence polarization; actives 0.99% (n = 340,000);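 active means inhibition above the mean over all tested compounds plus 3 SD, cut at about 30% in these data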;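 further: inhibitors block probe labeling of enzyme so polarization drops; 0% = enzyme with DMSO and 100% = wells lacking PAFAH2 protein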
# The depositor's hits bear a star; . = not tested or not shown. This is a subset, so the mix of outcomes need not match the whole.
# The first 15 compounds, ahead of the listing:
SMILES,LYPLA2 inh,PAD4 inh,pPAFAH inh,PAFAH1B2 FP inh,GSTO1 inh,PREPL inhibitor,PAFAH1B3 inh,LYPLA1 inh,PAFAH2 inh
CCOc1ccc(CC2c3cc(OCC)c(OCC)cc3CCN2C(=O)CN2CCN(C)CC2)cc1OCC (centres undefined),-1,4,0,2,-1,17,12,1,-2
CC(C)Cc1nnc(NC(=O)CCN2C(=O)c3ccccc3C2=O)s1,3,-2,2,1,5,-2,1,-1,-2
COc1ccc(N2CCN(C(=O)c3cccnc3)CC2)c([N+](=O)[O-])c1,5,-3,5,1,6,8,1,3,0
COc1ccc(N=C2SCC(=O)N2Cc2ccccc2)cc1,11,2,3,2,6,3,1,2,-12
C=C(C)CSc1nnc([C@@H]2CCCN2)o1,-10,-10,0,4,8,0,6,-3,2
c1ccc(C(c2nnnn2Cc2cccs2)N2CCN(C3CCCC3)CC2)cc1 (centres undefined),9,7,6,3,-1,14,9,-1,1
COC(=O)c1ccc(CSc2cc(C)c3ccccc3n2)o1,0,-1,-1,4,-5,-7,-3,0,0
O=C(CCN1CCN(CC(=O)Nc2ccccc2F)CC1)Nc1ccccc1F,5,-4,-4,6,-3,9,1,3,6
COc1ccc(OC)c(NC(=O)CSc2nc(C)cs2)c1,1,1,4,4,10,-3,4,-4,-5
O=C(NCCF)C1Nc2ccc(OC(F)(F)F)cc2C2C=CCC12 (centres undefined),2,-5,7,-2,9,-1,2,1,-3
CC(C)Cc1nc2ccccc2[nH]1,0,0,3,9,6,9,9,1,-2
Cc1ccc2cccc(S(=O)(=O)Nc3ccc4c(c3)OCO4)c2n1,0,2,10,0,2,4,9,-1,-5
CCCOc1cccc(-c2nn(-c3ccccc3)cc2/C=C(\C#N)C(=O)NCCCn2ccnc2)c1,-19,0,2,7,-5,-10,4,-15,-1
CC1(C(=O)O)CCC(C(N)=O)C1(C)C (centres undefined),3,6,6,3,-3,1,-3,6,-4
NC(=S)N=Nc1c(O)n(Cc2ccc(Br)cc2)c2ccccc12,-3,-5,4,-4,0,0,-5,-1,-1

# Results, repeating the preview:
SMILES,LYPLA2 inh,PAD4 inh,pPAFAH inh,PAFAH1B2 FP inh,GSTO1 inh,PREPL inhibitor,PAFAH1B3 inh,LYPLA1 inh,PAFAH2 inh
CCOc1ccc(CC2c3cc(OCC)c(OCC)cc3CCN2C(=O)CN2CCN(C)CC2)cc1OCC (centres undefined),-1,4,0,2,-1,17,12,1,-2
CC(C)Cc1nnc(NC(=O)CCN2C(=O)c3ccccc3C2=O)s1,3,-2,2,1,5,-2,1,-1,-2
COc1ccc(N2CCN(C(=O)c3cccnc3)CC2)c([N+](=O)[O-])c1,5,-3,5,1,6,8,1,3,0
COc1ccc(N=C2SCC(=O)N2Cc2ccccc2)cc1,11,2,3,2,6,3,1,2,-12
C=C(C)CSc1nnc([C@@H]2CCCN2)o1,-10,-10,0,4,8,0,6,-3,2
c1ccc(C(c2nnnn2Cc2cccs2)N2CCN(C3CCCC3)CC2)cc1 (centres undefined),9,7,6,3,-1,14,9,-1,1
COC(=O)c1ccc(CSc2cc(C)c3ccccc3n2)o1,0,-1,-1,4,-5,-7,-3,0,0
O=C(CCN1CCN(CC(=O)Nc2ccccc2F)CC1)Nc1ccccc1F,5,-4,-4,6,-3,9,1,3,6
COc1ccc(OC)c(NC(=O)CSc2nc(C)cs2)c1,1,1,4,4,10,-3,4,-4,-5
O=C(NCCF)C1Nc2ccc(OC(F)(F)F)cc2C2C=CCC12 (centres undefined),2,-5,7,-2,9,-1,2,1,-3
CC(C)Cc1nc2ccccc2[nH]1,0,0,3,9,6,9,9,1,-2
Cc1ccc2cccc(S(=O)(=O)Nc3ccc4c(c3)OCO4)c2n1,0,2,10,0,2,4,9,-1,-5
CCCOc1cccc(-c2nn(-c3ccccc3)cc2/C=C(\C#N)C(=O)NCCCn2ccnc2)c1,-19,0,2,7,-5,-10,4,-15,-1
CC1(C(=O)O)CCC(C(N)=O)C1(C)C (centres undefined),3,6,6,3,-3,1,-3,6,-4
NC(=S)N=Nc1c(O)n(Cc2ccc(Br)cc2)c2ccccc12,-3,-5,4,-4,0,0,-5,-1,-1
CCN1CCN(c2ccc(S(=O)(=O)N3CCCCC3)cc2NC(=O)/C=C/c2ccc(F)cc2)CC1,-1,3,1,4,-3,15,3,-3,6
NC(=O)c1ncc(C(F)(F)F)cc1Oc1cccc(F)c1,-1,2,1,1,6,-6,-3,0,-6
CCc1ccccc1NC(=O)COC(=O)c1cccs1,6,-2,8,5,0,1,-2,3,80*
CC12CCC(C(=O)N(CC(=O)O)C1=O)C2(C)C (centres undefined),3,-5,0,3,-4,-7,8,3,-1
CCOC(=O)N1CCN(S(=O)(=O)c2ccc(OCC(=O)OC)c(Cl)c2)CC1,3,2,0,1,-2,7,9,-3,4
CC(=O)c1ccc(N2CCN(CC(=O)N(C3CC3)C3CCS(=O)(=O)C3)CC2)c(F)c1 (centres undefined),1,-6,4,4,.,7,12,0,-2
CCC(C)NC(=O)CN(c1cc(Cl)ccc1OC)S(C)(=O)=O (centres undefined),-8,4,5,0,-3,0,-4,-1,6
O=C(NCCc1ccc(Cl)cc1)C1CCC(CNc2nc(=S)[nH]c3ccccc23)CC1 (centres undefined),-1,-6,-1,-2,8,-3,-5,-5,-6
CC/C(=N\NC(=O)CSCc1ccccc1Cl)c1ccc2c(c1)OCCO2,-4,-1,4,2,5,-24,1,-3,3
CC(C)Cc1nnc(NC(=O)CCC(=O)NC2CCCc3ccccc32)s1 (centres undefined),5,1,6,3,1,7,1,-1,-6

# Further entries follow:
SMILES,LYPLA2 inh,PAD4 inh,pPAFAH inh,PAFAH1B2 FP inh,GSTO1 inh,PREPL inhibitor,PAFAH1B3 inh,LYPLA1 inh,PAFAH2 inh
COc1ccc(S(=O)(=O)CCC(=O)N2CCN(c3ccc([N+](=O)[O-])cc3)CC2)cc1,55*,-2,4,4,4,-8,4,9,7
COCCC(=O)Nc1ccc2c(c1)CN(C(=O)CSC)CC2,4,-1,2,0,9,1,1,0,-2
O=C(c1ccc2c(c1)OCO2)N1CCN(c2ncccn2)CC1,-5,-4,-6,4,7,5,6,-2,-4
CCOC(=O)c1c(NC(=O)C2C3C=CC(C3)C2C(=O)O)sc2c1CCCC2 (centres undefined),1,4,2,10,2,10,-4,-4,12
Cc1csc2ncc(C(=O)Nc3ccccc3Cl)c(=O)n12,2,2,1,1,4,-3,7,-3,0
COCc1cc(=O)n2[nH]c(N)nc2n1,-2,-5,-1,4,12,-4,0,1,0
COc1ccc(CSCCNC(=S)Nc2ccccc2)cc1Cl,9,-3,0,5,4,6,4,-8,14
O=C(Cc1n[nH]c(=O)c2ccccc12)NCc1ccccn1,-6,2,-1,6,4,0,4,1,-5
CCn1c(SCC(=O)N/N=C/c2ccccc2OCC(=O)O)nnc1-c1ccccc1,6,0,9,.,1,12,.,3,.
COC(=O)NC1(C(=O)O)CCCC1,-5,-5,-2,1,-4,-6,9,-3,-10
CC(C)C(OC(=O)CCC(=O)Nc1nccs1)C(=O)NC1CCCCC1 (centres undefined),-2,-8,-4,-3,-2,8,-4,0,-3
COC(=O)[C@H](Cc1ccc(O)cc1)NC(=O)Cn1cnc2c(OCc3ccccc3)ncnc21,.,3,-2,5,.,32,7,.,0
CCc1ccc2oc(C(=O)NCc3ccncc3)c(C)c2c1,2,-7,5,4,-3,30,2,-3,-3
CCC(Sc1nc2cc3c(cc2c(=O)n1Cc1ccco1)OCO3)C(=O)NCCOC (centres undefined),-1,-3,-4,-1,-8,10,1,2,-4
COc1ccc(CNc2ccc(Br)cc2)cc1,15,-2,13,13,3,19,-1,0,2
COC(=O)Cn1c(=NC(=O)c2ccc(S(=O)(=O)N3CCOCC3)cc2)sc2cc(S(N)(=O)=O)ccc21,0,-4,1,-3,-4,-11,0,13,-7
COc1ccc(/C=N/Nc2ncnc3sc(C)c(C)c23)cc1,-1,0,5,0,6,43,3,4,3
COc1c(-c2ccc([N+](=O)[O-])cc2[N+](=O)[O-])c(=O)n(C)c(=O)n1C,-2,-1,3,-2,32,7,2,1,-1
CCCN=C1CC(C)(C)CC(=O)/C1=C(/O)CCC,-2,-2,0,3,-3,1,6,-2,-1
O=C(CCSc1ccccc1)NCCSCc1ccco1,4,2,2,18,-1,-5,7,-1,8
COC(=O)c1nc[nH]c1C(=O)OC,0,0,-1,5,15,3,-3,6,3
Cc1ccsc1C(=O)OCC(=O)NC1CCCC(C)C1C (centres undefined),.,1,32*,5,.,20,6,.,85*
CC(Oc1ccc2ccccc2c1)C(=O)NNC(=S)NC(=O)c1ccco1 (centres undefined),2,-9,11,7,-20,13,7,2,11
CCn1cc(/C=C/C(=O)NCc2c(C)nn(C)c2C)cn1,6,-3,9,2,9,5,9,4,1
Cc1cccc(CNc2ncnc3ccc(-c4ccccc4Cl)cc23)c1,-21,-1,12,-2,.,-20,-4,-9,-18

# (continued)
SMILES,LYPLA2 inh,PAD4 inh,pPAFAH inh,PAFAH1B2 FP inh,GSTO1 inh,PREPL inhibitor,PAFAH1B3 inh,LYPLA1 inh,PAFAH2 inh
O=C(CCCN1C(=O)C2C3C=CC(C3)C2C1=O)N1CCN(c2ccccc2)CC1 (centres undefined),-4,-1,1,1,-2,22,7,-2,11
Cc1cccc(OCCC(=O)Nc2ccccc2C(N)=O)c1,9,-1,-1,-1,7,-1,-1,2,0
COC(=O)C1=C(C(=O)OC)[C@@H]2N(C)c3ccccc3[C@@]23C[C@@H](CO)N=C3N1,6,-3,4,.,6,4,.,3,.
C=CCN1C(=O)[C@@H]2Cc3c([nH]c4ccccc34)C(c3ccc(O)cc3)N2C1=S (some centres undefined),-4,-3,0,2,-2,16,-1,-6,-7
O=C(CSC1CS(=O)(=O)c2cc([N+](=O)[O-])ccc21)NNC(=O)c1ccc(Cl)cc1 (centres undefined),1,2,2,6,9,5,-3,1,3
CCN(CC)CCn1c2c(c(SCC(=O)Nc3cccc4ccccc34)nc1=O)CCC2,3,5,3,-1,-17,23,1,2,1
Cc1ccc(-c2noc(C3CCCN(C(=O)c4ccccc4)C3)n2)o1 (centres undefined),3,-2,-4,1,8,12,-2,1,4
COC(=O)c1ccc(COC(=O)c2cc3ccccc3oc2=O)cc1,8,5,3,-3,3,-3,4,-3,-5
Cc1ccc(-c2cnc(NCc3cc4c(cc3[N+](=O)[O-])OCO4)n2C)cc1C,6,-5,14,0,16,28,11,0,-3
Cc1csc(SCC(=O)c2c(N)n(C)c(=O)n(C)c2=O)n1,6,-3,4,3,-5,33,4,4,0
Cc1cc(-c2csc(NC(=O)c3cc4ccccc4o3)n2)c(C)n1C,-7,-10,15,3,-12,2,13,-8,12
